UBC9 SUMO inh: inhibitors of in vitro SUMOylation cascade, primary screen, biochemical, HTRF, uHTS. SUMO-conjugating enzyme UBC9 (Homo sapiens), P63279. HTRF SUMOylation assay, SAE1/SAE2 + UBC9. inhibition, % at 35 µM. 290,000 tested, 0.36% active. AID 2006, 2009; in the data active means inhibition above about 50%, passing the limit was not always enough; further: strong numbers were not always called active
Target sequence (P63279 whole entry, looked up): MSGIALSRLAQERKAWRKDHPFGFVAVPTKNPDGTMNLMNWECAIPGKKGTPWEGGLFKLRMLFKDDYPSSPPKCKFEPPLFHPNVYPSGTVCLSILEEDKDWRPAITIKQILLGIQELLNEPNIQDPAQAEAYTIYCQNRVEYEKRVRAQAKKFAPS
MEKK3 PB1 HTS: modulators of MEKK3-MEK5 PB1 binding, primary screen, biochemical, wildtype MEKK3, multiplex bead flow cytometry, Alexa488-MEK5 | bead-based flow cytometry, Alexa488-MEK5 binding to MEKK3; actives lie on both sides; 0 = blocked by unlabeled MEK5, 100 = vehicle | binding response (% of control), % at 10 µM | AID 1529, 2009 | 290,000 tested, 1.4% active;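 active means binding response more than 3 SD above or below the average of its plate-row segment, actives on both sides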;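 further: Alexa488 bead fluorescence after subtracting the streptavidin-only scavenger bead signal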
MEKK2 mut-MEK5: MEK5 binding signal on mutant MEKK2 PB1, primary screen, biochemical, multiplex bead flow cytometry, Alexa488-MEK5; Alexa488-MEK5 binding to MEKK2 mutant; percent response, % at 10 µM; 290,000 tested, 0.35% active; AID 1530, 2009; in the data active means percent response above about 24%, passing the limit was not always enough; further: inactives centre near 1; some results filed as inactive read as strong as hits; reference of the scale not given here
CRFR2-BP antag: antagonists of CRF-BP/CRF-R2 complex, primary screen, cell-based, HEK293, calcium dye fluorescence, uHTS | CRF-induced calcium fluorescence | 350,000 tested, 0.59% active | inhibition, % at 11.8 µM;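 active means inhibition of the ligand-induced calcium signal above about 50% at the single tested concentration, limit read from the data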
MEKK2wt PB1 HTS: modulators of MEK5 binding to wildtype MEKK2, primary screen, biochemical, multiplex bead flow cytometry, Alexa488-MEK5 | Mitogen-activated protein kinase kinase kinase 2 (Homo sapiens), Q9Y2U5 | Alexa488-MEK5 binding to MEKK2 WT; actives lie on both sides | binding response (% of control), % at 10 µM | 290,000 tested, 1.1% active; in the data active means binding response below about 67% or above about 130%
NS3 helicase inh: inhibitors of HCV NS3 helicase, primary screen, biochemical, Cy5 molecular beacon fluorescence | Hepatitis C virus NS3 helicase | NS3 helicase DNA unwinding | inhibition, % at 10.9 µM | 290,000 tested, 0.56% active | AID 1800, 2009;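 active means inhibition above the mean of all tested compounds plus 3 SD, set per campaign, cut at about 35% in these data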;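 further: 0% = DMSO wells and 100% = thioflavine S control wells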
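Assay system: hepatitis C virus NS3 helicase domain fragment enzyme. Also added: annealed dual-labelled DNA beacon duplex, ATP-started. Timing: 1 h reaction at 25 °C, ATP-initiated. Technique: Cy5 fluorescence at 0 and 60 min, beacon hairpin quenching. Evaluation: % inhibition of unwinding. Replication: one well per compound.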
CRFR2-BP ag: agonists of CRF-BP/CRF-R2 complex, primary screen, cell-based, HEK293, calcium dye fluorescence, uHTS. CRF-binding protein / CRF receptor 2 complex (human). calcium dye fluorescence (FLIPR); percent of saturating CRF peptide response. activation, % at 13.2 µM. 350,000 tested, 0.46% active. AID 588473, 2011;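 active means activation of at least 50%, plus an integration ratio under a set limit after plate pattern correction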;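 further: plate controls were neutral control wells without compound for no effect and CRF at EC100 for full effect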
GalR3 antagonist: GalR3 antagonists in HEK293 cells, primary screen, cell-based, fluorescence readout; Galanin receptor type 3 (Homo sapiens), O60755; HEK293 GalR3-CNG cAMP membrane potential fluorescence; galR3 body fused to GalR1 C-terminus; inhibition, % at 3 µM; 360,000 tested, 0.44% active; AID 651719, 2012;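 active means inhibition above the screen-wide average plus 3 SD, cut at about 13% in these data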;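 further: forskolin and galanin both at EC90 stimulate the cells; cAMP rise reported by CNG channel membrane potential dye signal; 0% = forskolin plus galanin with DMSO and 100% = forskolin alone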
Target sequence (O60755 1-299 limits assumed): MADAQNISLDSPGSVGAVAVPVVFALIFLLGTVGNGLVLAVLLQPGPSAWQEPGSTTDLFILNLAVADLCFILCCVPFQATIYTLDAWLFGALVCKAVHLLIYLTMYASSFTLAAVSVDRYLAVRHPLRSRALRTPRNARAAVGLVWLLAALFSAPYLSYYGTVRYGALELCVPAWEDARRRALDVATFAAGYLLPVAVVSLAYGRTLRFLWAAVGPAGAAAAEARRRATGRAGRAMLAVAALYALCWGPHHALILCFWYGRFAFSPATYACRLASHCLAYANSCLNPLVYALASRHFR
DNA FID counter: compounds displacing fluorescent DNA intercalator, primary screen, artefact control for HCV NS3 helicase inhibitor project, biochemical, FID fluorescence. DNA fluorescent intercalator displacement. inhibition, % at 7.9 µM. 290,000 tested, 0.17% active; in the data active means inhibition above about 37%;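 further: 0% = vehicle and 100% = reference compound; higher means more ethidium bromide displaced from hairpin DNA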
* = called active by the depositor; [ ] = remark or other dose. This is a subset. The share of hits here may be higher or lower than overall.

CC(=O)CC1(OC(C)=O)C(=O)N(C)c2ccccc21 (stereo not drawn) was read as UBC9 SUMO inh 9.8, MEKK3 PB1 HTS 95.0, MEKK2 mut-MEK5 -10.0, CRFR2-BP antag 0.1, MEKK2wt PB1 HTS 91.0, NS3 helicase inh 3.5, CRFR2-BP ag -0.3, GalR3 antagonist -5.0 and DNA FID counter 4.1.
`CC(Oc1ccc(Br)cc1)C(=O)O/N=C(\N)c1ccncc1` (stereo not drawn) gave UBC9 SUMO inh 1.7, MEKK3 PB1 HTS 101.0, MEKK2 mut-MEK5 1.0, CRFR2-BP antag -3.3, MEKK2wt PB1 HTS 99.0, NS3 helicase inh 6.2, CRFR2-BP ag 3.3, GalR3 antagonist -5.2 and DNA FID counter -32.5.
O=C(c1ccco1)N1CCN(C(=O)C2CC(c3ccc(F)cc3)=NO2)CC1 (stereo not drawn) was read as UBC9 SUMO inh 10.0, MEKK3 PB1 HTS 100.0, MEKK2 mut-MEK5 3.0, CRFR2-BP antag -1.8, MEKK2wt PB1 HTS 98.0, NS3 helicase inh 6.3, CRFR2-BP ag -0.2, GalR3 antagonist 1.6 and DNA FID counter -5.0.
`COC(=O)c1cc2c(ccn2-c2ccc(F)cc2)n1Cc1ccc(OC)cc1` gave UBC9 SUMO inh -2.8, MEKK3 PB1 HTS 99.0, MEKK2 mut-MEK5 -2.0, CRFR2-BP antag -19.7, MEKK2wt PB1 HTS 98.0, NS3 helicase inh -14.4, CRFR2-BP ag -0.8, GalR3 antagonist -10.5 and DNA FID counter -3.8.
Screening Cc1cccc(COCC(CC(C)C)N2CCN(C(=O)c3ccc(C(F)(F)F)cc3)CCC2=O)c1 (stereo not drawn) returned UBC9 SUMO inh -24.6, MEKK3 PB1 HTS 91.0, MEKK2 mut-MEK5 -3.0, CRFR2-BP antag -2.8, MEKK2wt PB1 HTS 95.0, NS3 helicase inh -5.0, CRFR2-BP ag -1.3, GalR3 antagonist -4.9 and DNA FID counter -42.1.
For COCCn1c(SCC(=O)N2CCOCC2)nc2ccccc2c1=O the results were UBC9 SUMO inh 15.3, MEKK3 PB1 HTS 104.0, MEKK2 mut-MEK5 4.0, CRFR2-BP antag -0.5, MEKK2wt PB1 HTS 106.0, NS3 helicase inh -3.8, CRFR2-BP ag 2.1, GalR3 antagonist -7.8 and DNA FID counter -10.6.
CN1C(=O)C(CC(N)=O)N(NC(=O)c2ccc(Cl)cc2)C1=S (stereo not drawn) was read as UBC9 SUMO inh -21.0, MEKK3 PB1 HTS 104.0, MEKK2 mut-MEK5 0.0, CRFR2-BP antag -16.0, MEKK2wt PB1 HTS 98.0, NS3 helicase inh -1.2, CRFR2-BP ag 6.1, GalR3 antagonist -2.8 and DNA FID counter -0.6.
Screening COc1ccc(C(c2nnnn2C2CCCC2)N2CCN(C(=O)c3ccco3)CC2)cc1OC (stereo not drawn) returned UBC9 SUMO inh 9.2, MEKK3 PB1 HTS 103.0, MEKK2 mut-MEK5 0.0, CRFR2-BP antag -25.9, MEKK2wt PB1 HTS 101.0, NS3 helicase inh 8.4, CRFR2-BP ag 1.5, GalR3 antagonist -7.3 and DNA FID counter -24.6.
Screening O=C1/C(=C\c2ccc(O)c(O)c2)N=C2CCCCCN12 returned UBC9 SUMO inh -18.2, MEKK3 PB1 HTS 97.0, MEKK2 mut-MEK5 -11.0, CRFR2-BP antag -13.2, MEKK2wt PB1 HTS 97.0, NS3 helicase inh -4.1, CRFR2-BP ag 3.8, GalR3 antagonist -3.9 and DNA FID counter -4.3.
Screening Fc1cccc(Cl)c1Cn1ncc2ccccc21 returned UBC9 SUMO inh -2.1, MEKK3 PB1 HTS 111.0, MEKK2 mut-MEK5 13.0, CRFR2-BP antag -11.3, MEKK2wt PB1 HTS 103.0, NS3 helicase inh -4.0, CRFR2-BP ag -2.7, GalR3 antagonist 0.9 and DNA FID counter -16.8.
`CC1(C)Cc2c(cnn2-c2ccc(F)cc2)C(NC(=O)CCN2CCCCC2=O)C1` (stereo not drawn) gave UBC9 SUMO inh 1.4, MEKK3 PB1 HTS 104.0, MEKK2 mut-MEK5 5.0, CRFR2-BP antag -5.4, MEKK2wt PB1 HTS 104.0, NS3 helicase inh -0.7, CRFR2-BP ag 0.5, GalR3 antagonist 0.8 and DNA FID counter -46.4.
Cc1ccc(-c2csc3ncn(CC(N)=O)c(=O)c23)cc1C was read as UBC9 SUMO inh 5.6, MEKK3 PB1 HTS 99.0, MEKK2 mut-MEK5 2.0, CRFR2-BP antag 1.1, MEKK2wt PB1 HTS 101.0, NS3 helicase inh -6.1, CRFR2-BP ag -0.4, GalR3 antagonist 1.5 and DNA FID counter -2.2.
Screening C=C1CCN([C@@H](CC(C)C)C(=O)NCc2ccccc2)S(=O)(=O)c2ccccc21 returned MEKK3 PB1 HTS 103.0, MEKK2 mut-MEK5 2.0, CRFR2-BP antag 7.9, MEKK2wt PB1 HTS 105.0, CRFR2-BP ag 1.2 and GalR3 antagonist -2.4.
`CCN(CC)Cc1c(O)ccc2c(=O)c(-c3ccccc3)coc12` gave UBC9 SUMO inh 39.8, MEKK3 PB1 HTS 103.0, MEKK2 mut-MEK5 4.0, CRFR2-BP antag 2.6, MEKK2wt PB1 HTS 105.0, NS3 helicase inh 2.5, CRFR2-BP ag -4.4, GalR3 antagonist -10.5 and DNA FID counter 2.5.
For CC(C)CN(C(=O)CSc1nncn1-c1ccccc1)c1c(N)n(CC(C)C)c(=O)[nH]c1=O the results were UBC9 SUMO inh 21.7, MEKK3 PB1 HTS 101.0, MEKK2 mut-MEK5 -3.0, CRFR2-BP antag 9.1, MEKK2wt PB1 HTS 97.0, NS3 helicase inh 12.8, CRFR2-BP ag -0.3, GalR3 antagonist 0.8 and DNA FID counter -22.0.
Screening O=C(NCCCn1ccnc1)Nc1cccc2ccccc12 returned UBC9 SUMO inh 4.2, MEKK3 PB1 HTS 95.0, MEKK2 mut-MEK5 2.0, CRFR2-BP antag 27.1, MEKK2wt PB1 HTS 98.0, NS3 helicase inh -9.4, CRFR2-BP ag -0.5, GalR3 antagonist 6.9 and DNA FID counter 6.9.
`CC(C(=O)Nc1ccccc1Sc1ccccc1)N(c1ccccc1)S(C)(=O)=O` (stereo not drawn) gave UBC9 SUMO inh 6.3, MEKK3 PB1 HTS 101.0, MEKK2 mut-MEK5 0.0, CRFR2-BP antag -4.6, MEKK2wt PB1 HTS 96.0, NS3 helicase inh -16.7, CRFR2-BP ag 2.8, GalR3 antagonist -3.4 and DNA FID counter -17.6.
For COc1ccc(S(=O)(=O)N2CCCCCC2)cc1NC(=O)Cc1ccccc1F the results were UBC9 SUMO inh 8.6, MEKK3 PB1 HTS 75.0*[inhibitor], MEKK2 mut-MEK5 -19.0, CRFR2-BP antag -8.0, MEKK2wt PB1 HTS 79.0, NS3 helicase inh -6.2, CRFR2-BP ag 2.8, GalR3 antagonist 6.0 and DNA FID counter -34.5.
For Cc1nn(CCCC(=O)NCc2ccccc2)c(=O)c2nn(-c3ccccc3)c(C)c12 the results were UBC9 SUMO inh 9.8, MEKK3 PB1 HTS 100.0, MEKK2 mut-MEK5 2.0, CRFR2-BP antag -11.6, MEKK2wt PB1 HTS 104.0, NS3 helicase inh -1.7, CRFR2-BP ag -0.5, GalR3 antagonist 2.6 and DNA FID counter -46.6.
Screening CC(C)(C)C(=O)N1CCN(c2ccc(Cl)cc2[N+](=O)[O-])CC1 returned UBC9 SUMO inh 8.6, MEKK3 PB1 HTS 89.0, MEKK2 mut-MEK5 -2.0, CRFR2-BP antag -8.8, MEKK2wt PB1 HTS 91.0, NS3 helicase inh 25.4, CRFR2-BP ag 1.7, GalR3 antagonist -3.8 and DNA FID counter -16.2.
For O=C(C1CCN(S(=O)(=O)N2CCOCC2)CC1)N1CCN(Cc2ccc3c(c2)OCO3)CC1 the results were UBC9 SUMO inh 29.8, MEKK3 PB1 HTS 101.0, MEKK2 mut-MEK5 12.0, CRFR2-BP antag 39.5, MEKK2wt PB1 HTS 104.0, NS3 helicase inh -1.2, CRFR2-BP ag 12.6, GalR3 antagonist -3.7 and DNA FID counter -20.1.
For O=C(CCN1C(=O)S/C(=C/c2ccccc2)C1=O)Nc1ccc(O)c(C(=O)O)c1 the results were UBC9 SUMO inh 10.3, MEKK3 PB1 HTS 97.0, MEKK2 mut-MEK5 -7.0, CRFR2-BP antag -9.5, MEKK2wt PB1 HTS 96.0, NS3 helicase inh 20.9, CRFR2-BP ag 1.1, GalR3 antagonist -5.2 and DNA FID counter -10.1.
Screening CN(CC(=O)Nc1ccc(N2CCOCC2)cc1)CC(=O)Nc1ccc(Cl)cc1[N+](=O)[O-] returned UBC9 SUMO inh 14.4, MEKK3 PB1 HTS 98.0, MEKK2 mut-MEK5 0.0, CRFR2-BP antag 35.0, MEKK2wt PB1 HTS 102.0, NS3 helicase inh 0.7, CRFR2-BP ag 1.4, GalR3 antagonist 7.7 and DNA FID counter -18.1.
CCN(CC)S(=O)(=O)c1ccc(O)c(C(=O)OCC(=O)Nc2ccc(OC(F)(F)F)cc2)c1 was read as UBC9 SUMO inh 8.6, CRFR2-BP antag 3.1, NS3 helicase inh 2.0, CRFR2-BP ag 46.2, GalR3 antagonist -7.6 and DNA FID counter 1.3.
Screening CC(=O)Nc1ccc(S(=O)(=O)N2CCc3c(Cl)cccc3C2)cc1 returned UBC9 SUMO inh 9.8, MEKK3 PB1 HTS 101.0, MEKK2 mut-MEK5 1.0, CRFR2-BP antag -7.6, MEKK2wt PB1 HTS 106.0, NS3 helicase inh -4.9, CRFR2-BP ag 2.3, GalR3 antagonist -1.7 and DNA FID counter -6.9.
Cc1cc(OC(C)C(=O)Nc2ccncc2)ccc1Cl (stereo not drawn) was read as UBC9 SUMO inh 8.8, MEKK3 PB1 HTS 103.0, MEKK2 mut-MEK5 2.0, CRFR2-BP antag 3.3, MEKK2wt PB1 HTS 105.0, NS3 helicase inh -4.0, CRFR2-BP ag -0.6, GalR3 antagonist -11.5 and DNA FID counter -6.3.
Screening CCC(C(=O)NCc1cccnc1)c1ccccc1 (stereo not drawn) returned UBC9 SUMO inh -0.4, MEKK3 PB1 HTS 107.0, MEKK2 mut-MEK5 -6.0, CRFR2-BP antag 11.4, MEKK2wt PB1 HTS 106.0, NS3 helicase inh -4.8, CRFR2-BP ag -1.1, GalR3 antagonist -2.6 and DNA FID counter 6.9.

Source: PubChem BioAssay (several laboratories)
